CYP2C19 inh: blockers of cytochrome P450 2C19 activity – biochemical, luminescence, ADME assay, primary screen | P33261 | CYP2C19 Supersomes, luciferin-H EGE luminescence, 30 min | inhibition, % at 5 µM | actives 21% (n = 96,000) | AID 778, 2007;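 active means CYP2C19 inhibition above a set limit at 5 µM in the primary screen, cut at about 50% in these data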;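 further: plate controls were negative control wells for no effect and 2.5 mM tranylcypromine positive control for full effect; values of inactives mirror those of a sister screen read the other way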
PLK1 inh: human PLK1 kinase inhibitors, primary screen, biochemical, TR-FRET; recombinant PLK1 kinase, TR-FRET peptide phosphorylation; inhibition, % at 10 µM; actives 0.53% (n = 97,000); AID 619, 2007;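 active means inhibition of 50% or more in the single-concentration screen; inactive means inhibition below 50%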;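 further: 0% = DMSO max control and 100% = H-89 dihydrochloride min control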
CYP2C9 activ: human CYP2C9 activators, primary screen, biochemical, luminescence; actives 1.4% (n = 96,000); recombinant CYP2C9, luciferin-H conversion; hits give high values; factor 1 = untreated enzyme, 0 = blocked; activation factor at 5 µM; Cytochrome P450 2C9 (Homo sapiens), P11712;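 active means activation factor of 2 or more for CYP2C9 at a 5 µM dose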;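 further: 0 = sulfaphenazole-blocked wells and 1 = vehicle-only wells; values of inactives mirror those of a sister screen read the other way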
Target sequence (P11712 whole entry, looked up): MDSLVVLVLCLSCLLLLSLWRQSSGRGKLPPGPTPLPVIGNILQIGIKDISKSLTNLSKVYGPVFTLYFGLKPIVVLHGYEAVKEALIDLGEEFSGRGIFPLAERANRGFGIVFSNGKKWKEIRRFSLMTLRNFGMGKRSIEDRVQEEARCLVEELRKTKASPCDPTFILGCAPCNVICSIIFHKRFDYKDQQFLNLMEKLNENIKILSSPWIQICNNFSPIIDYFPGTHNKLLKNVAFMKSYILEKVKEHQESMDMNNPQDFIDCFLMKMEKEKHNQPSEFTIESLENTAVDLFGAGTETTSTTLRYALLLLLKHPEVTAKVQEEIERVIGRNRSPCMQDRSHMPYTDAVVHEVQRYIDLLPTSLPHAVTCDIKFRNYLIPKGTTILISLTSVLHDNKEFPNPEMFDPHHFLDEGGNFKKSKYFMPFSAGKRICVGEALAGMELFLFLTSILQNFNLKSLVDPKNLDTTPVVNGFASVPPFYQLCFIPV
EphB4 antag: EphB4-ephrin-B2 interaction antagonists, primary screen, biochemical, TNYL-RAW peptide probe, fluorescence polarization; Ephrin type-B receptor 4 (Homo sapiens), P54760; actives 0.15% (n = 97,000); inhibition, % at 7 µM; EphB4 LBD / TNYL-RAW-Alexa532 peptide;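 active means inhibition above the screen-wide mean inhibition plus 3 SD, cut at about 15% in these data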;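 further: 0% = DMSO wells and 100% = excess unlabeled TNYL-RAW peptide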
PLAP act: PLAP enzyme activators, biochemical, luminescence, HTS. Alkaline phosphatase, placental type (Homo sapiens), P05187. purified PLAP enzyme, luminescent substrate read-out; hits give high values. activation fold at 20 µM. actives 1.2% (n = 96,000). AID 696, 2007; in the data active means activation fold above about 2
CYP2C9 inhib: blockers of cytochrome P450 2C9 activity – biochemical, luminescence, ADME assay, primary screen. actives 20% (n = 96,000). AID 777, 2007. CYP2C9 Supersomes, luciferin-H conversion. P11712. inhibition, % at 5 µM;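 active means blocking of liver enzyme CYP2C9 beyond about 50% at 5 µM, limit read from the data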; further: values of inactives mirror those of a sister screen read the other way
Plk1 PBD FP: Plk1 polo box domain binding inhibitors, primary screen, biochemical, fluorescence polarization. inhibition, %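 (tested at about 20 µM)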. Serine/threonine-protein kinase PLK1 (Homo sapiens), P53350. AID 693, 2007. actives 0.13% (n = 97,000). Plk1 PBD phosphopeptide binding; in the data active means inhibition above about 34%, passing the limit was not always enough
CYP2C19 act: human CYP2C19 activators, primary screen, biochemical, luminescence; 96,000 tested, under 10 active; AID 1025, 2008; Cytochrome P450 2C19 (Homo sapiens), P33261; recombinant CYP2C19, luciferin-H EGE luminescence; hits give high values; 0 = fully inhibited enzyme, 1 = untreated enzyme; activation factor at 5 µM;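 active means activation factor of at least 2 at 5 µM in the primary screen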;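 further: 0 = wells with 2.5 mM tranylcypromine and 1 = vehicle-only wells; values of inactives mirror those of a sister screen read the other way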
Rev-RRE block: HIV-1 Rev-RRE binding inhibitors, primary screen, biochemical, FRET, protein-RNA interaction; P05866; Rev peptide-RRE RNA binding; inhibition, % at 8 µM; actives 0.79% (n = 97,000); AID 704, 2007;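 active means inhibition above the screen-wide mean plus 3 SD, cut at about 35% in these data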;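 further: 0% = median DMSO wells and 100% = median Neomycin B control wells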
Target sequence (P05866 whole entry, looked up): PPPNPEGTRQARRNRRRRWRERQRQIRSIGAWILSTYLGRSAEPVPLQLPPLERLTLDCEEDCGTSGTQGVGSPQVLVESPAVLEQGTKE
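Test system: Cy5-tagged RRE RNA duplex with fluorescein-tagged Rev peptide | Read-out: % inhibition of FRET ratio versus controls | Probe or stimulus: Labelled Rev peptide | Incubation: 5 min RNA-compound premix plus 15 min binding step, 25 °C | Technique: FRET fluorescence readout | Benchmarks: DMSO low control, neomycin B high control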
Numbers without * were called inactive; . = not tested or not shown; [ ] = another dose, or the depositor's remark.

SMILES	CYP2C19 inh	PLK1 inh	CYP2C9 activ	EphB4 antag	PLAP act	CYP2C9 inhib	Plk1 PBD FP	CYP2C19 act	Rev-RRE block
Nc1ccc2nc(-c3cc(Cl)c(N)c(Cl)c3)[nH]c2c1	.	-8	.	0	.	.	8	.	6
O=C(Nc1cc(Cl)ccc1N1CCCCC1)c1cccs1	24	-3	0.9	0	0.8	6	12	0.8	7
O=C(NCCCN1CCOCC1)NC1CCCCC1	-7	-9	1	-1	0.9	-3	-29	1.1	0
COc1ccc(CNC(=O)c2ccc(=O)oc2)cc1OC	39	3	0.8	-2	1	23	-11	0.6	3
O=C(Cn1cnc2ccccc21)Nc1cc(C(F)(F)F)ccc1N1CCOCC1	22	.	0.7	.	1	29	.	0.8	.
CCCCNC(=O)N(C)c1nncnc1C(=O)NC	5	.	1.1	.	1	-8	.	1	.
O=C(C1CCCCC1)N1CCN=C1SCc1cccnc1	95*	-11	0.5	-4	1.1	46	-10	0	4
CCOc1ccc(N2C(=O)CSC23CCCCC3)cc1	84*	.	0.7	.	1.3	32	.	0.2	.
O=C(O)C1CC(O)CN1C(=O)c1ccco1 (stereo unspecified)	-2	-11	1.2	-2	0.9	-20	5	1	10
COc1ccc(CCNC(=O)Cc2cc(OCc3ccccc3)c(OC)cc2[N+](=O)[O-])cc1OC	33	-3	0.5	-5	1.1	55*	-16	0.7	4
O=C1CCN2C=Nc3cccc4ccc1c2c34	6	-20	0.9	-4	1	13	51*	0.9	130*[fluorescence artefact?]
O=c1[nH]nnc2sc3c(c12)CCCC3	.	-4	.	3	.	.	5	.	6
CC1CCC(C(=O)NC(C(=O)NCCCN2CCOCC2)C(C)C)CC1 (stereo unspecified)	2	-8	0.9	10	1.2	9	-1	1	6
CC1CCN(Cc2c(C#N)c3ccccc3n2C)CC1	81*	.	0.9	.	0.9	12	.	0.2	.
CCC(C)N1C(=O)c2ccccc2C1C(=O)NC1CCCCCC1 (stereo unspecified)	15	-5	0.9	-3	1	14	-1	0.8	2
CCOC(=O)c1cc(NC(=O)Nc2ccccc2OC)c(C)nc1C	10	7	0.8	-4	1.3	21	-17	0.9	-3
C=CCN1C(=O)CN=C1Nc1cc(C)ccc1C	15	-7	0.9	-3	1.2	9	-14	0.9	2
Cc1ccc2c(c1)c1ncnc(N3CCOCC3)c1n2C	2	-12	0.8	-2	0.8	18	2	1	8
COc1ccc(-c2nc(CSCC(=O)N3CCc4ccccc4C3)c(C)o2)cc1OC	16	.	0.8	.	1.4	16	.	0.8	.
O=C(COC(=O)c1cccs1)c1ccc2c(c1)OCCO2	83*	-4	0.1	-4	0.5	87*	20	0.2	-2
O=C(CN1CCN(CCN2C(=O)c3cccc4cccc(c34)C2=O)CC1)c1ccc(F)cc1	50	1	0.7	-6	1.5	30	-24	0.5	5
COc1ccccc1NC(=O)CSc1nnc(C)n1CCc1ccccc1	41	-7	0.5	-9	1.1	53*	-22	0.6	2
Cc1ccc(-c2nc3c(=O)n(C)c4ccccc4c3o2)cc1	4	-7	1.7	2	1.1	-74	9	1	-2
CN1CCN(S(=O)(=O)c2ccc(SCCOc3ccccc3)nc2)CC1	51*	-9	1.4	-10	1.4	-43	6	0.5	15
O=C(CCN1C(=O)COc2ccccc21)NCCC1=CCCCC1	63*	.	0.9	.	0.9	9	.	0.4	.

No new results follow: an excerpt of the list.
SMILES	CYP2C19 inh	PLK1 inh	CYP2C9 activ	EphB4 antag	PLAP act	CYP2C9 inhib	Plk1 PBD FP	CYP2C19 act	Rev-RRE block
CCCCNC(=O)N(C)c1nncnc1C(=O)NC	5	.	1.1	.	1	-8	.	1	.
O=C(C1CCCCC1)N1CCN=C1SCc1cccnc1	95*	-11	0.5	-4	1.1	46	-10	0	4
CCOc1ccc(N2C(=O)CSC23CCCCC3)cc1	84*	.	0.7	.	1.3	32	.	0.2	.
O=C(O)C1CC(O)CN1C(=O)c1ccco1 (stereo unspecified)	-2	-11	1.2	-2	0.9	-20	5	1	10
COc1ccc(CCNC(=O)Cc2cc(OCc3ccccc3)c(OC)cc2[N+](=O)[O-])cc1OC	33	-3	0.5	-5	1.1	55*	-16	0.7	4
O=C1CCN2C=Nc3cccc4ccc1c2c34	6	-20	0.9	-4	1	13	51*	0.9	130*[fluorescence artefact?]
O=c1[nH]nnc2sc3c(c12)CCCC3	.	-4	.	3	.	.	5	.	6
CC1CCC(C(=O)NC(C(=O)NCCCN2CCOCC2)C(C)C)CC1 (stereo unspecified)	2	-8	0.9	10	1.2	9	-1	1	6
CC1CCN(Cc2c(C#N)c3ccccc3n2C)CC1	81*	.	0.9	.	0.9	12	.	0.2	.
CCC(C)N1C(=O)c2ccccc2C1C(=O)NC1CCCCCC1 (stereo unspecified)	15	-5	0.9	-3	1	14	-1	0.8	2
CCOC(=O)c1cc(NC(=O)Nc2ccccc2OC)c(C)nc1C	10	7	0.8	-4	1.3	21	-17	0.9	-3
C=CCN1C(=O)CN=C1Nc1cc(C)ccc1C	15	-7	0.9	-3	1.2	9	-14	0.9	2

Following part.
SMILES	CYP2C19 inh	PLK1 inh	CYP2C9 activ	EphB4 antag	PLAP act	CYP2C9 inhib	Plk1 PBD FP	CYP2C19 act	Rev-RRE block
C=CCN1C(=O)C(O)=C(C(C)=O)C1c1ccccc1F (stereo unspecified)	-20	.	0.9	.	1	15	.	1.2	.
CC1CCCC(C)N1S(=O)(=O)c1ccc(S(=O)(=O)NCc2ccccc2)cc1 (stereo unspecified)	.	-4	.	2	.	.	-2	.	15
Cc1ccc(C(=O)Nc2ccc(O)c(C(=O)O)c2)o1	9	-5	1.1	-4	0.8	-8	-10	0.9	2
O=C(NC1CCCCC1)c1ccc(CNc2c(N3CCOCC3)c(=O)c2=O)cc1	10	-6	1.2	-9	0.7	-23	-15	0.9	0
Cc1nn(C)cc1/C=N/O	-19	5	1.2	6	1	-16	16	1.2	11
Cc1ccc(C)c(S(=O)(=O)Nc2ccccc2C(=O)Nc2cc(C)on2)c1	10	.	0.4	.	1.4	55*	.	0.9	.
COc1ccc(C(=O)Nc2cc(C)nc3ccccc23)cc1OC	36	-10	0.8	-1	1.1	24	21	0.6	2
CCCCS(=O)(=O)NC1=NCN(C2CCN(Cc3ccccc3)CC2)CN1	.	-10	.	5	.	.	-22	.	4
N#Cc1sc2nc3c(c(-c4cccnc4)c2c1N)CCC3	-5	9	0.7	-1	0.8	31	25	1.1	1
COc1ccc(C(=O)C(c2ccccc2)N2CCOCC2)cc1 (stereo unspecified)	35	-3	1.4	14	1.6	-40	10	0.6	7
CCCNC(=O)CS(=O)(=O)Cc1nc(-c2ccccc2C)oc1C	37	.	0.7	.	1.3	32	.	0.6	.
O=C(O)C1CC(=O)N(Cc2ccccc2)C1 (stereo unspecified)	-2	-9	1.4	-4	0.9	-40	25	1	-1
CCNc1nc(NCC)nc(OCCOC(C)=O)n1	.	-14	.	9	.	.	18	.	1
COC(=O)c1ccc(NC(=O)CCn2cccc2)cc1	22	-2	0.6	4	0.9	41	19	0.8	10
Cc1csc(NC(=O)c2nc3nc(C)cc(C)n3n2)n1	-8	-9	0.9	0	2.1*	8	11	1.1	1
CCCc1c(C)c2c(C)[nH]nc2oc1=O	62*	58*	1.8	0	1	-75	21	0.4	6
O=C(NC1(C(F)(F)F)NC(=O)N(Cc2ccccc2)C1=O)c1cccnc1 (stereo unspecified)	23	-4	0.7	7	1.1	33	-10	0.8	7
CC(=O)Nc1ccc(OC(=O)c2ccco2)cc1	.	-6	.	1	.	.	-21	.	7
O=c1c2c3nc4ccccc4nc3n(CC3CCCO3)c2ncn1CCc1ccccc1 (stereo unspecified)	19	.	0.9	.	0.7	15	.	0.8	.
CC(=O)c1cccc(NC(=O)Cn2cc3c(n2)CCCC3)c1	9	-11	0.9	-6	1	12	-6	0.9	-3
COc1ccc(N2CCN(CC(=O)Nc3nnc(-c4ccccc4)s3)CC2)cc1	.	5	.	-4	.	.	-12	.	-4
Cc1nnc(NCCc2ccccc2)[nH]c1=O	9	20	1	7	1	-1	-3	0.9	7
O=C(NCCOC(=O)C1COc2ccccc2O1)c1cccnc1 (stereo unspecified)	5	-9	0.9	0	0.9	12	4	1	14
Cc1cc(-c2c(C)n([O-])c(C)c(C)[n+]2=O)ccc1F	24	-9	1.1	-8	1	-8	15	0.8	2
CCOc1cc(CNc2ncc(-c3ccc(OC)cc3)n2C)ccc1O	59*	-11	0.5	4	1.6	47	4	0.4	0

(listing goes on)
SMILES	CYP2C19 inh	PLK1 inh	CYP2C9 activ	EphB4 antag	PLAP act	CYP2C9 inhib	Plk1 PBD FP	CYP2C19 act	Rev-RRE block
O=C1C2CC=CCC2C(=O)N1c1cccc(OS(=O)(=O)c2ccc3ccccc3c2)c1 (stereo unspecified)	3	-1	1.6	2	0.9	-63	12	1	7
O=C(NC1CS(=O)(=O)CC1NCc1ccccc1)c1ccccc1 (stereo unspecified)	34	-14	1.1	7	0.9	-7	-25	0.7	19
COc1ccc(C(=O)n2nc(-c3ccco3)nc2SC)cc1OC	-10	-13	1	1	1.2	-4	8	1.1	6
CCOCCCn1c(=N)c(C(=O)Nc2cc(C)on2)cc2c(=O)n3ccccc3nc21	.	-9	.	1	.	.	-15	.	4
Cc1ccc(Oc2nn[nH]n2)cc1	-5	-8	0.3	-3	0.9	70*	-3	1.1	3
CC(C)c1ccc2oc(-c3ccc(N)cc3)nc2c1	2	-4	0.9	7	0.9	12	2	1	6
CCCCCOC(=O)Cn1c(N2CCOCC2)nc2c1c(=O)[nH]c(=O)n2C	1	-1	1	-3	1.1	2	25	1	2
Cn1c(CNC(=O)Nc2ccccc2)nnc1SCc1ccccc1	32	-22	0.8	2	1.1	19	27	0.7	-2
COc1cc2c(cc1NC(=O)CN(C)Cc1nc3ccccc3c(=O)[nH]1)oc1ccccc12	-14	.	0.8	.	1.6	22	.	1.1	.
O=C(Nc1cccnc1)c1cc(F)cc(F)c1	5	-7	0.9	6	0.9	8	0	0.9	0
Cc1cc(C)cc(NC(=O)CCC(=O)Nc2cc(C)on2)c1	.	-9	.	-4	.	.	-6	.	0
CC(=O)Nc1ccn(Cc2c(F)cccc2Cl)n1	49	-12	0.9	0	1.1	6	-12	0.5	10
CCc1nc2ccccc2c(C(=O)OC2CCOC2=O)c1C (stereo unspecified)	52*	1	1.1	-7	1.4	-5	-13	0.5	1
CCOc1ccc2nc(NC(=O)CSc3nnc(-c4ccncc4)n3CC3CCCO3)sc2c1 (stereo unspecified)	25	.	0.6	.	1.2	38	.	0.8	.

Source: PubChem
